# Screening data deposited in PubChem by National Center for Advancing Translational Sciences (NCATS).
# rTrxR1 inhibitor = blocks rat thioredoxin reductase 1. O89049. recombinant rTrxR1, NADPH fluorescence consumption, selenite substrate. Potency, µM (highest dose often 114 µM), for inactives: top-dose activity change, negative = inhibition, hits mostly inhibitors. 390,000 compounds, 1% hits; note: potency is the fitted concentration of half-maximal effect; % is set by controls: 0 for no effect and ±100 for the full control effect; nearly all actives have a fitted effect of over 65% in size
#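 Rat TrxR1 (90 nM in the dispensed reagent) was pre-reduced with 400 uM NADPH for 5 min at room temperature, then incubated with compound for 15 min. After 400 uM selenite was added, NADPH fluorescence (Ex 340/Em 450 nm) was followed for 8 min.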
# mIDH1 inhibitor = human IDH1 R132H inhibition. O75874. IDH1-R132H enzyme, NADPH consumption, diaphorase/resazurin fluorescence. Potency, µM (highest dose often 76.6 µM), for the others: at the top dose activity change, negative = inhibition, most hits filed as inhibitors. 390,000 compounds, 0.093% hits. AID 602179; note: potency is the fitted concentration of half-maximal effect; % is set by controls: 0 for no effect and ±100 for the full control effect; nearly all actives have a fitted effect of over 65% in size
#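 IDH1-R132H (0.5 ug/mL dispensed) in pH 7.5 Tris buffer was preincubated 30 min with compound, then given a substrate mix of 0.016 mM NADPH and 2 mM alpha-KG for 80 min at room temperature; remaining NADPH was read by diaphorase/resazurin fluorescence.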
# Pin1 inh = blocks the human prolyl isomerase Pin1; Pin1 FP peptide displacement, HiFluor488, 10 min; Potency, µM (series often up to 115 µM), without a hit: at the top dose activity, negative = inhibition, most hits filed as inhibitors; 390,000 compounds, 0.009% hits; active = well fitted inhibition curve with a large enough effect in the polarisation, with a control signal flat, not every such curve was filed as active; inconclusive = small, poorly fitted or top-dose-only effect, or effect the other way, or a change in a side signal; inactive = no such curve, though single readings can be large or run the other way; the % refers to the polarisation; note: potency is the fitted concentration of half-maximal effect; % is set by controls: 0 for no effect and ±100 for the full control effect
# Target sequence (Q13526 whole entry, looked up): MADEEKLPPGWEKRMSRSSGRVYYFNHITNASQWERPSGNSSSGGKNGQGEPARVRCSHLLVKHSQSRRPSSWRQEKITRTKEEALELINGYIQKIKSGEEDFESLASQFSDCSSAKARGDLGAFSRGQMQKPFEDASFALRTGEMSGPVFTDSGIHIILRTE
# HP1b binding inh = HP1-beta chromodomain-methylated histone interaction inhibition. AlphaScreen HP1-beta / biotin-H3K9me3 peptide binding. Potency, µM (top dose mostly 114 µM), inactives show at the highest dose activity change, negative = inhibition, hits mostly inhibitors. 390,000 compounds, 0.56% hits. AID 540317; note: potency is the fitted concentration of half-maximal effect; nearly all actives have a fitted effect of over 70% in size; inactives centre near 23
# Target sequence (P83916 whole entry, looked up): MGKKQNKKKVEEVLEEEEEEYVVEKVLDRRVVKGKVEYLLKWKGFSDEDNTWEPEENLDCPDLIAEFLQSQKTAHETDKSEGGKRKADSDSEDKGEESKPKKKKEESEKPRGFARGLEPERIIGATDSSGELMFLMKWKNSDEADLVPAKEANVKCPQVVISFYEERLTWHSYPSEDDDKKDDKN
#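 HP1-beta protein (50 nM final) preincubated 30 min at room temperature with biotinylated H3(1-18)K9me3 peptide (50 nM) in PBS pH 7.4, 0.01% Tween-20, then compound added for 30 min. AlphaScreen streptavidin donor/nickel chelate acceptor beads (10 ug/mL final), 30 min dark, luminescence read.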
# GLS inhibitor = inhibitors of human glutaminase (GLS). O94925. GLS enzymatic activity, qHTS titration. Potency, µM (series often up to 45.5 µM), for inactives: at the top dose activity change, negative = inhibition, usual class: inhibitors. 410,000 compounds, 0.21% hits; note: potency is the fitted concentration of half-maximal effect; % is set by controls: 0 for no effect and ±100 for the full control effect
# Target sequence (O94925 whole entry, looked up): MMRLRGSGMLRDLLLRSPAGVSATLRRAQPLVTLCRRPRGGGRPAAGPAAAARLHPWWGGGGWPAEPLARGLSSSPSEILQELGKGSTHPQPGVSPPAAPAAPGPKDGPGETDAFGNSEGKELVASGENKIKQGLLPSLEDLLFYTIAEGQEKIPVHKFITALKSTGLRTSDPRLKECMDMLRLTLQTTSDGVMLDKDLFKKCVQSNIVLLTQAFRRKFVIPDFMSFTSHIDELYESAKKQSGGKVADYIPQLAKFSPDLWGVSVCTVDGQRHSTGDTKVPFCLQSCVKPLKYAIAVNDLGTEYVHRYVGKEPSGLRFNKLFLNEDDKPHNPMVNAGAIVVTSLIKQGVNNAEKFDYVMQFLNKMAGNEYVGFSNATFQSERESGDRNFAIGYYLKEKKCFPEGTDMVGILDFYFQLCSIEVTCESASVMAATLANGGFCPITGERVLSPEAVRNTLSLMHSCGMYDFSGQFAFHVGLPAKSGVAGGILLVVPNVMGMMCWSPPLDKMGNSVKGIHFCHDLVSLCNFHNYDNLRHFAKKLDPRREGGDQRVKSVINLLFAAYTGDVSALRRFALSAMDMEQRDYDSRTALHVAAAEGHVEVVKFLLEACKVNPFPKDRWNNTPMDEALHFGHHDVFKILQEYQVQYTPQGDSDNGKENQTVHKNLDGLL
#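 Glutamate formation by hKGA was monitored fluorometrically using coupled glutamate oxidase, HRP and Amplex Red. Substrate was added as 1 mM L-glutamine solution; incubation was 30 min at RT after an initial read.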
# PI4K2A block = PI4K2A (human) kinase inhibition; Q9BTU6; purified PI4K2A, ADP-Glo luminescence, 1 h; active compounds read low; activity change, negative = inhibition, % at 76.9 µM; 420,000 compounds, 0.13% hits; in the data active = activity change below about -50%; inconclusive = mostly about -30% to -49%;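 note: -100% = wells without enzyme as full effect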
#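 PI4K2A activity was measured by ADP-Glo luminescence: enzyme (4 ug/mL stock) and phosphatidylinositol (1.2 mM stock) in Tris pH 7.5/MgCl2/EGTA/Triton X-100 buffer were reacted with ATP (300 microM stock) for one hour at ambient temperature.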
# TrxR1 substrate = rat thioredoxin reductase 1 substrate activity. 390,000 compounds, 0.01% hits. Potency, µM (highest dose often 114 µM), inactives show top-dose activity change, negative = substrate turnover. O89049. purified TrxR1 substrate turnover, NADPH consumption readout; note: potency is the fitted concentration of half-maximal effect; % is set by controls: 0 for no effect and ±100 for the full control effect; nearly all actives have a fitted effect of over 50% in size
#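 Rat TrxR1, dispensed at 90 nM, was prereduced with 400 uM NADPH (final) for 5 min at ~22 deg C, then incubated with compound 15 min before 400 uM selenite. A first-read NADPH fluorescence drop versus no-compound background flagged substrates.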
# USP1-UAF1 inh = blocks the human USP1/UAF1 deubiquitinase complex; recombinant USP1/UAF1, Ub-Rhodamine cleavage fluorescence; Potency, µM (series often up to 57.1 µM), for inactives: at the highest dose activity change, negative = inhibition, hits mostly inhibitors; 390,000 compounds, 0.23% hits; O94782; note: potency is the fitted concentration of half-maximal effect; % is set by controls: 0 for no effect and ±100 for the full control effect; nearly all actives have a fitted effect of over 60% in size; inactives centre near -12
#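 USP1/UAF1 complex at 1 nM was preincubated with compound for 15 min at room temperature, then Ub-Rho substrate (150nM final) was added. Fluorescence (480/540 nm) was read kinetically, 6 reads every 60 seconds.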
# PGK inhibitor = T. brucei PGK inhibition; Potency, µM (titrated, usually from 57.5 µM), without a hit: at the top dose activity change, negative = inhibition, most hits filed as inhibitors; PGK/GAPDH coupled, Kinase-Glo luminescence, 60 min; 380,000 compounds, 0.043% hits; P07378; note: potency is the fitted concentration of half-maximal effect; % is set by controls: 0 for no effect and ±100 for the full control effect; nearly all actives have a fitted effect of over 60% in size
#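 Recombinant glycosomal PGK reaction used 1,3-bisphosphoglycerate generated in-well by GAPDH (100nM final) in 100mM TEA pH 7.6, 5mM MgCl2, 0.01% Tween-20. After 60 minutes at room temperature, ATP was read by Kinase-Glo Plus luminescence end-point.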
# An asterisk follows results filed as active; i = inactive; ? = inconclusive; / = no result given; & = joins results of further samples; [ ] = another dose, or the depositor's remark. Unless noted, calls come from the whole dose curve; as a rule, active = well fitted curve in the direction sought with a large enough effect; inconclusive = small, poorly fitted or top-dose-only effect, or another doubt; inactive = no such curve, though single readings can be large; an effect the other way counts as inactive or inconclusive. These rows are one share of the data; count on the stated rates, not on these rows.
SMILES,rTrxR1 inhibitor,mIDH1 inhibitor,Pin1 inh,HP1b binding inh,GLS inhibitor,PI4K2A block,TrxR1 substrate,USP1-UAF1 inh,PGK inhibitor
CCCCCC(=O)N[C@@H](c1ccccc1)[C@@H](O)C(=O)O[C@H]1C[C@@]2(O)[C@@H](OC(=O)c3ccccc3)C3[C@](C)(C(=O)[C@H](O)C(=C1C)C2(C)C)[C@@H](OC1OCC(O)C(O)C1O)C[C@H]1OC[C@@]31OC(C)=O (stereo partly drawn),5%[57.1 µM],13%,-1%,4%,-8%,-1,4%[57.1 µM],-16%,-9%
CCC1(CC)C(=N)N(C)C(=O)NC1=O,1%,3%,10%,26%,-2%,1,-3%,-21%,2%
CC(NCc1ccc(Cl)c(Cl)c1)C(O)c1ccccc1 (stereo not drawn),-4%,5%,-6%,15%,8%,-2,-4%,-9%,0%[11.5 µM]
CCOc1ccc(-c2cc(C)[n+](CCc3ccc(OC)c(OC)c3)c(-c3ccc(OCC)cc3)c2)cc1,17%[57.1 µM],-10%,1%,-4%,1%,10,10%[57.1 µM],-11%,-8%
C[C@]12CC[C@H]3[C@@H](CCC4=CC(=O)CC[C@@]43C)[C@@H]1CC[C@@H]2O,20%&13%,5%&3%,1%&7%,16%&60%,3%&-16%&-20%,-2&-5,1%&2%,13%&-23%,-3%
Cc1ccc(Cn2cc(C=O)c(-c3ccc(F)cc3)n2)cc1,32%,11%,-11%,108%[activator],0%,-3,6%,-27%,i
CCOP(=O)(OCC)c1nc(-c2ccc(Cl)cc2)oc1NCc1ccccc1,69%[activator],12%,11%,57%[activator],-8%,-2,154%[activator],-22%,0%
CCCC(=O)c1c(O)[nH]c(=O)[nH]c1=O,-10%,9%,-3%,19%,-15%,-8,4%,-5%,-5%
COC(=O)C1=C(c2cc3ccccc3s2)C[C@@H]2CC[C@H]1N2C(=O)N1CCOCC1,31%[57.1 µM],8%,2%,42%,-4%,0,5%,-27%,0%
Cc1cc(OC(C)C(=O)N[C@H](C(=O)O)c2ccccc2)c2c3c(c(=O)oc2c1)CCC3 (stereo partly drawn),25%,-8%,-6%,41%[activator],21%,5,326%[activator],-27%,-9%
Cc1cc(OC(=O)N(C)C)nc2c1c(C)nn2C,21%,-2%,-6%,?,6%,5,18%,-12%,6%
C[C@]12C[C@@H](O)[C@H](O)CC1=CCC1C2CC[C@]2(C)C(=O)CCC12 (stereo partly drawn),7%[57.1 µM],-1%,2%,14%,-6%,-5,9%[57.1 µM],-14%,0%
COc1ccc(NC(=O)CN2CC=C(c3ccccc3)CC2)cc1S(=O)(=O)N1CCOCC1,14%[57.1 µM],22%,38%[activator],-12%,-8%,0,5%[57.1 µM],-5%,-4%
CCCCc1ncc(CN2CCCC(C(=O)c3ccc(SC)cc3)C2)[nH]1 (stereo not drawn),-7%[57.1 µM],1%,-6%,-2%,3%,2,-6%[57.1 µM],-2%,i
C=Cn1ccnc1P(=S)(c1nccn1C=C)C1CCCCC1,23%,10%,-2%,12%,11%,0,13%,?,-9%
CN(C)CCN=Cc1c(O)n(-c2cccc3ccccc23)c(=O)[nH]c1=O,-2%,2%,2%,25%,-1%,-3,-5%,-22%,-12%
Cc1cccc(NC(=O)Cn2cc(C(=O)c3ccccc3)c3ccccc32)c1,0%,-16%,5%,11%,4%,-4,-1%,-12%,i
COC(=O)C1=C(c2cccc(C#N)c2)C[C@@H]2CC[C@H]1N2C(=O)N1CCCC1,14%,4%,-8%,30%,2%,2,9%,-14%,-1%
O=C(Nc1ccccc1)c1c(O)[nH]c(=O)[nH]c1=O,20%,-5%,-3%,26%,4%,-1,5%[57.1 µM],-14%,-2%
CCc1ccc(OCC(=O)N2CCN(CCc3ccncc3)CC2)cc1,?,3%,2%,51%[activator],1%,-2,-3%,2%,i
C[C@]12CC[C@H]3[C@@H](CCC4=CC(=O)CC[C@@]43O)[C@@H]1CCC2=O,14%,4%,-9%,36%,-3%,0,6%,-16%,i
Cc1ncc(C(=O)O)n1C(C)c1ccccc1 (stereo not drawn),/,5%,/,/,1%,5,/,-3%,-4%
CCOC(=O)c1c(/N=C/c2c(O)n(-c3ccccc3F)c(=S)[nH]c2=O)sc2c1CCCC2,?,1%,?,-5%,29%,6,-9%,-8%,-2%
O=c1[nH]c(=O)n(Cc2ccccc2)c(O)c1C=NCCCn1ccnc1,3%,-9%,60%[activator],35%,-4%,4,2%,5%,-6%
CNCCc1c[nH]c2ccccc12,56µM*,-8%,6%,29%,58%[activator],0,5%,-23%,1%
CC(=O)NCCc1c[nH]c2ccccc12,?,-2%,-2%,25%,8%,3&-2,0%[57.1 µM],-9%,0%
COC(=O)C1=C(c2c(C)noc2C)C[C@@H]2CC[C@H]1N2C(=O)N1CCC(O)CC1,-8%[57.1 µM],0%,-5%,50%[activator],2%,2,-4%[57.1 µM],-19%,1%
C(=NN1CCCCCC1)c1c[nH]c2ccccc12,-17%,-11%,4%,-9%,-1%,-1,-11%,-4%,0%
O=C1CC(c2ccc(F)cc2)c2c(c3ccccc3oc2=O)O1 (stereo not drawn),-12%,/,-12%,36%,26%,1,-5%,6%,/
CCOP1(=S)Oc2cc3c(cc2C(C(=O)OC)(C(F)(F)F)O1)OCO3 (stereo not drawn),-9%[57.1 µM],8%,-13%,?,-22%,4,-5%[57.1 µM],-15%,/
O=C(COc1ccc(Cl)cc1)N1CCN(C2CCCC2)CC1,10%,-5%,-8%,?,-1%,5,3%,?,-3%
CCOc1ccc(Nc2c(S(=O)(=O)c3ccc(C)cc3)cnc3ccccc23)cc1,8%,0%,?,9%,0%,-1,-1%,-15%,i
NCc1cc(=O)[nH]o1,-15%[57.1 µM],8%,-14%,58%[activator],-6%,-2&0,-2%[57.1 µM],-16%,-15%
O=S(=O)(NC1CCCCC1)OCC(Cl)(Cl)Cl,16%[57.1 µM],6%,-5%,46%[activator],1%,-2,10%[57.1 µM],-21%,-13%
CC1(C)CC2CCC(O)C2C(CCO)N1 (stereo not drawn),9%,-2%,-4%,13%,0%,5,2%,-16%,-3%
O=C1NC(=O)N(c2ccccc2F)C(=O)/C1=C/c1ccc(Oc2ccc([N+](=O)[O-])cn2)cc1,3.5µM*,1%,3%,-3%,?,2,4%,-22%,-11%
CCS(=O)(=O)NCc1nnc2n1-c1ccc(Cl)cc1C(c1ccccc1)=NC2,26%,2%,-3%,42%[activator],0%,-7,-8%[57.1 µM],-16%,i
Cc1cccnc1,28%,0%,-13%,56%[activator],-13%,3,10%,-22%,-8%
CC(=NCCCN1CCOCC1)c1c(O)[nH]c(=O)[nH]c1=O,-20%,5%,1%,37%[activator],0%,2,-8%,-19%,0%
Cc1ccc(S(=O)(=O)NCC2CCC(C(=O)N3CCC4(CC3)OCCO4)CC2)cc1 (stereo not drawn),9%[57.1 µM],11%,2%,14%,8%,8,10%[57.1 µM],4%,5%
O=C(c1ccc2c(c1)OCO2)N1CCC2(CC1)OCCO2,-7%[57.1 µM],1%,-2%,22%,-5%,-7,3%[57.1 µM],-16%,-11%
Cc1[nH]c2ccccc2c1/C=N/O,11%,-2%,-2%,8%,3%,-2,1%,2%,-5%
COc1cccc(OC)c1C(=O)Nc1nc(N)n(-c2ccccc2)n1,2%,-3%,-2%,13%,15%,1,8%[57.1 µM],-13%,2%
CC(=O)O[C@H]1CC[C@@]2(C)C(=CC[C@@H]3[C@@H]2CC[C@]2(C)C(=O)CC[C@@H]32)C1,20%,-7%,-5%,75%[activator],-6%,2,2%,-33%,6%

# Ordered by length of the SMILES (rising): some entries from above.
SMILES,rTrxR1 inhibitor,mIDH1 inhibitor,Pin1 inh,HP1b binding inh,GLS inhibitor,PI4K2A block,TrxR1 substrate,USP1-UAF1 inh,PGK inhibitor
CC(=O)NCCc1c[nH]c2ccccc12,?,-2%,-2%,25%,8%,3&-2,0%[57.1 µM],-9%,0%
Cc1ccc(Cn2cc(C=O)c(-c3ccc(F)cc3)n2)cc1,32%,11%,-11%,108%[activator],0%,-3,6%,-27%,i
CC(=NCCCN1CCOCC1)c1c(O)[nH]c(=O)[nH]c1=O,-20%,5%,1%,37%[activator],0%,2,-8%,-19%,0%
CCOP(=O)(OCC)c1nc(-c2ccc(Cl)cc2)oc1NCc1ccccc1,69%[activator],12%,11%,57%[activator],-8%,-2,154%[activator],-22%,0%
CCOP1(=S)Oc2cc3c(cc2C(C(=O)OC)(C(F)(F)F)O1)OCO3 (stereo not drawn),-9%[57.1 µM],8%,-13%,?,-22%,4,-5%[57.1 µM],-15%,/
CCOC(=O)c1c(/N=C/c2c(O)n(-c3ccccc3F)c(=S)[nH]c2=O)sc2c1CCCC2,?,1%,?,-5%,29%,6,-9%,-8%,-2%
O=C1NC(=O)N(c2ccccc2F)C(=O)/C1=C/c1ccc(Oc2ccc([N+](=O)[O-])cn2)cc1,3.5µM*,1%,3%,-3%,?,2,4%,-22%,-11%
